Compound activity deposited in PubChem BioAssay by several laboratories.
CHT inh – inhibitors of human choline transporter CHT; Q9GZV3; CHT-expressing cells, membrane potential dye, choline response; hits give low values; B-score at 10 µM; 310,000 tested, 0.86% active; AID 488975;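 active = B-score over 3 SD under the library average, and starting fluorescence ratio not unusually high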;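 also: choline stimulus applied at its EC90 after an EC20 pre-addition; B-score computed on integrated fluorescence ratio after choline addition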
Target sequence (Q9GZV3 whole entry, looked up): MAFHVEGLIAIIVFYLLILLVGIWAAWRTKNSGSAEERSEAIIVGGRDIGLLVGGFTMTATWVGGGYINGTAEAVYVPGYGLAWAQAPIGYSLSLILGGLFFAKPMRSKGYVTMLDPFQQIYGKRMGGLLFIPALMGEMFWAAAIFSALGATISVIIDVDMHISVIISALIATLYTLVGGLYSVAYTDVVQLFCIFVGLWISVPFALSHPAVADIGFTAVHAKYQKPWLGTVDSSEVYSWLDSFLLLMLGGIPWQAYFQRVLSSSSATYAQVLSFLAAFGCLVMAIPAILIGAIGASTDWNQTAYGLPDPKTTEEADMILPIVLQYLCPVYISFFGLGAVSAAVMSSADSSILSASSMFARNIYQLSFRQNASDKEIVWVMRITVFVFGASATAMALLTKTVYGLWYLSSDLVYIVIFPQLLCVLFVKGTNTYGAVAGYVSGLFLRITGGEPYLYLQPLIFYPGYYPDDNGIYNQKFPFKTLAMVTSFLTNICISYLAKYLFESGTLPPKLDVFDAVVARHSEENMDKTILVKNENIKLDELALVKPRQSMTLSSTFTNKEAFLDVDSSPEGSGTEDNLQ
CHT allo act – allosteric activators of human choline transporter CHT | Q9GZV3 | CHT-expressing cells, membrane potential dye, choline EC20; hits give high values; LV-AA mutant CHT in HEK293 cells | B-score at 10 µM | 310,000 tested, 0.49% active;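 active = initial fluorescence not abnormally high and integrated response B-score, plate-corrected, over 3 SD above library mean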
STK33 inh – human STK33 kinase inhibition; purified STK33, MBP phosphorylation, ADP-Glo luminescence; inhibition, % at 10 µM; 320,000 tested, 0.073% active; Q9BYT3; AID 2661;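 active = inhibition at or above 25%, using the most active replicate where run in duplicate; inactive = inhibition below 25%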
The depositor's hits bear a star; i = inactive; . = not tested or not shown. No enrichment for hits, and some 1.5% of all compounds hit somewhere here.

canonical_smiles | CHT inh | CHT allo act | STK33 inh
Cc1cccc(C)c1N1CCN(C(=O)N2CCOCC2)CC1 | i | i | -0.2
Cc1ccc(C)c(NC(=O)CCC(=O)N/N=C/c2cc([N+](=O)[O-])ccc2O)c1 | i | i | 0.1
CCOc1cc(Br)ccc1S(=O)(=O)N1CCC(C(N)=O)CC1 | i | i | -0.9
O=C(/C=N/O)NCCCn1ccnc1 | i | i | -1.5
Cc1cc(Nc2ccc([N+](=O)[O-])cc2)c2ccccc2n1 | i | i | -1.1
CCc1sc(N2C(=O)C3C4CCC(C4=C(C)C)C3C2=O)nc1-c1ccccc1 (stereo not given) | i | i | 0.5
Cc1ccc(C)n1N1C(=O)/C(=C\c2ccc(Cl)cc2)SC1=S | i | i | -1.1
COc1ccc(-n2ncc3c(NCCCN4CCOCC4)ncnc32)cc1 | i | i | -2.0
N#Cc1cc2c(nc1SCC(=O)O)CCCCC2 | i | i | 0.1
Cc1cc(C)c2nc(N3CCN(C(=O)c4ccco4)CC3)sc2c1 | i | i | 1.2
CC(C)OCCCNC(=O)c1cc2c(s1)CS(=O)(=O)C2 | i | i | -2.0
COc1ccc(N=Nc2c(C)[nH]c3ccccc23)cc1 | i | i | 0.3
Cc1sc(N)nc1-c1cccs1 | i | i | 14.5
CCN(CC)c1ccc(NC(=O)COC(=O)COc2ccccc2[N+](=O)[O-])cc1 | i | i | -0.7
CN(C(=O)COC(=O)c1ccc(Cl)cc1N)C1CCS(=O)(=O)C1 (stereo not given) | i | i | -0.9
COc1ccc(/C=N/NC(=O)c2ccncc2)cc1CN1CCCc2ccccc21 | i | i | 0.1
NC(=O)c1ccsc1NC(=O)COC(=O)C1CCCN1C(=O)c1cccs1 (stereo not given) | i | i | -0.6
Cc1cc([N+](=O)[O-])nn1Cc1noc(C(=O)NCCCn2ccnc2)n1 | i | i | -0.2
COc1ccc(NC(=O)C(NC(=O)c2ccc(=O)[nH]c2)c2ccccc2)cc1 (stereo not given) | i | i | -1.8
CC(Oc1ccc(Cl)cc1Cl)C(=O)NC1CCSC1=O (stereo not given) | i | i | 0.0
CC1(C)C2CCC1(C)C(NC1=NCCC1)C2 (stereo not given) | i | i | -0.6
NC(=O)C1(N2CCCCC2)CCN(C(=S)Nc2ccccc2)CC1 | i | i | -1.1
c1ccc(Cn2c(CNc3nc4ccccc4n3CCN3CCOCC3)nc3ccccc32)cc1 | i | i | -3.3
COc1ccc(Cn2c(C)cc3c(c2=O)C(c2cccs2)C(C#N)=C(N)O3)cc1OC (stereo not given) | i | i | 1.5
O=C(CC12CC3CC(CC(C3)C1)C2)NC(=S)N1CCCCC1 | i | i | -2.3
O=C(/C=C/c1ccc([N+](=O)[O-])s1)N1CCN(c2ccccc2)CC1 | i | i | 0.6
CCN1CCN(CCCNC(=O)CCCn2nc(C)c3sc4ccccc4c3c2=O)CC1 | i | i | -0.4
CC(=O)Nc1ccc(N2N=C(C)C(N=Nc3ccccc3)C2=O)cc1 (stereo not given) | i | i | -0.5
O=C(c1ccccc1)c1nccc2ccccc12 | i | i | -1.4
O=C(Nc1ccc(N2CCOCC2)cc1)C1CCCN(S(=O)(=O)c2cccc(C(F)(F)F)c2)C1 (stereo not given) | i | i | -1.0
COc1cccc(/C=N/Nc2ncnc(N)c2[N+](=O)[O-])c1OC | i | i | 4.1
CCOc1ccccc1N1CCN(Cc2cnc(-c3ccccc3)[nH]2)CC1 | i | i | -1.8
O=C(NCC1CCCO1)c1ccc(N2CCCCC2)nc1 (stereo not given) | i | i | -2.3
O=S(=O)(Nc1ccccn1)c1ccc(-n2cccn2)cc1 | i | i | -0.6
O=C(OCC(=O)N1CCN(c2ccccc2)CC1)c1ccc(Cl)cc1[N+](=O)[O-] | i | i | -1.5
Cc1cccc(-c2noc(CN(C)S(=O)(=O)c3cc(Cl)ccc3Cl)n2)c1 | i | i | 0.7
N#Cc1c(C(F)(F)F)cc(-c2ccc(Cl)cc2)nc1SCC(=O)O | i | i | 1.1
COc1ccc(C2C(C(=O)c3ccco3)=C(O)C(=O)N2CC2CCCO2)cc1OC (stereo not given) | i | i | -1.2
N/C(=N\OC(=O)c1cc(Br)ccc1Cl)c1ccccn1 | i | i | 3.1
COc1cccc(OC)c1C(=O)Nc1cc2c(cc1N1CCOCC1)n(C)c(=O)n2C | i | i | -1.3
O=S(=O)(Nc1cccnc1)c1ccc(F)cc1 | i | i | .
COCCCNC(=O)/C(C#N)=C/c1c(N2CCN(c3ccc(OC)cc3)CC2)nc2c(C)cccn2c1=O | i | i | -0.2
O=C(OCc1cc([N+](=O)[O-])cc2c1OCOC2)c1ccccn1 | i | i | 2.8
CC1CCCN(C(=O)C2CCN(S(=O)(=O)c3ccc4c(c3)CC(C)N4C(=O)C3CC3)CC2)C1 (stereo not given) | i | i | 0.4
CCCCCN(C(=O)CCC(=O)OCC(=O)N1CCC(C)CC1)c1c(N)n(CCCC)c(=O)[nH]c1=O | i | i | 0.1
CCn1c(COc2cccc(OC)c2)nnc1SCC(=O)Nc1ccccc1C(=O)OC | i | i | -0.2
Cc1ccccc1C(=O)N1N=C(c2cccc(NS(C)(=O)=O)c2)CC1c1cccs1 (stereo not given) | i | i | -0.4
O=C(c1cccs1)N1CCCC(c2nc3c(nnn3Cc3ccccc3Cl)c(=O)[nH]2)C1 (stereo not given) | i | i | -0.8
Cc1ccc(C(=O)c2c(NC(=O)c3cccnc3)sc3c2CCCC3)cc1 | i | i | 0.5
Cc1ccc2nc(C)/c(=N\O)c(C)nc2c1 | i | i | 0.6

(continued)
canonical_smiles | CHT inh | CHT allo act | STK33 inh
C/C=C1\C(OC2OC(CO)C(O)C(O)C2O)OC=C(C(=O)OC)C1CC(=O)OCC1C(C)C(OC(=O)CC2C(C(=O)OC)=COC(OC3OC(CO)C(O)C(O)C3O)/C2=C\C)CC1C(CO)CO (stereo not given) | i | i | 0.6
Cc1cccc(-n2ncc3c(NCc4ccccn4)ncnc32)c1 | i | i | 0.7
CCOc1cccc2sc(=NC(=O)c3ccc(S(=O)(=O)N4CCOCC4)cc3)n(C)c12 | i | i | 0.4
CCC(CC)C(=O)c1c[nH]c(C(=O)N2CCN(c3ccccc3F)CC2)c1 | i | i | -0.5
O=S(=O)(NCc1cn2ccsc2n1)c1ccc(Oc2ccccc2)cc1 | i | i | 0.0
Cc1nc(CN2CCN(C(=O)c3ccc(Br)cc3)CC2)cs1 | i | i | -1.1
NC(=O)[C@@H]1CCCNc2c(I)cc([N+](=O)[O-])cc2C(=O)N[C@@H](CO)C(=O)NCC(=O)N1 | i | i | 0.6
Cc1ccccc1NC(=O)NCc1ccc2c(c1)OCO2 | i | i | -0.5
O=C(COC(=O)/C=C/c1ccc(F)cc1)Nc1ccc(Cl)cn1 | i | i | -1.8
O=C(NC1CCNCC1)C1CC1 | i | i | 0.5
OCCSc1nc(-c2cccnc2)nc2ccccc12 | i | i | -1.3
CCn1cc(C(=O)O)c(=O)c2cc(F)c(N3CCN(C(=S)NC(=O)c4ccccc4)CC3)cc21 | i | i | 0.2
Cc1ccc2c(c1)-c1c(cnn1CC(=O)O)CO2 | i | i | 3.9
CC(=O)Oc1cccc(-c2nc3ccccc3c(=O)o2)c1 | i | i | -0.5
CSc1ccc(/C=C(/NC(=O)c2ccccc2)C(=O)N2CCN(C)CC2)cc1 | i | i | -0.8
C[C@H](NC(=O)C1CC(=O)N(c2ccc3c(c2)OCO3)C1)C(=O)NC1CCCC1 (stereo not given in full) | i | i | -0.4
CCc1ccc(NC(=O)c2cccc(C(=O)Nc3ccc(CC)cc3)n2)cc1 | i | i | -2.1
C/[N+]([O-])=C\c1ccc([N+](=O)[O-])o1 | i | i | -0.9
Cc1c(C(=O)Nc2c(C)n(C)n(-c3ccccc3)c2=O)oc2ccccc12 | i | i | -1.9
Cc1ccc2[nH]c3c(c2c1)CCCC3=O | i | i | 2.2
COc1ccc(NC(=O)CN2CCN(CC#N)CC2)cc1 | i | i | -0.5
CC(C)C[C@@]12C(=O)N(c3cccc(Cl)c3)C(=O)N1[C@H](c1ccc(Br)cc1)[C@@H]1C(=O)N(C(C)(C)C)C(=O)[C@@H]12 | i | i | -0.7
O=C(COc1ccc(Cl)cc1)NC1CCSC1=O (stereo not given) | i | i | 1.5
Cc1ccc(SCC(=O)Nc2ccc(S(N)(=O)=O)cc2)cc1 | i | i | .
CCCn1nnnc1SCC(=O)NNC(=O)c1ccco1 | i | i | -0.7
CCc1ccc(OC(C)C(=O)Nc2ccc(S(=O)(=O)Nc3nccs3)cc2)cc1 (stereo not given) | -5.02* | i | -3.0
COCc1ccc(C(=O)N2CCC(CCC(=O)Nc3cccc(C)c3)CC2)s1 | i | i | -2.9
O=C(O)[C@@H](O)c1ccccc1 | i | i | .
Cc1cc(C)nc(NC=C2C(=O)OC(C)(C)OC2=O)n1 | i | i | -1.4
O=C1CC(C(=O)Nc2ccccc2)N=C(N2CCOCC2)N1 (stereo not given) | i | i | -1.3
CN1CCN(c2ccccc2NC(=O)c2ccc(-c3ccccc3[N+](=O)[O-])o2)CC1 | i | i | 11.9
Cc1ccc2c(c1)c1c(n2CC(O)CN2C(=O)CNC2=O)C(=O)CCC1 (stereo not given) | i | i | -1.1
CC(C)C[C@H](N)c1nnc(S(=O)(=O)Cc2ccc(F)cc2)o1 | i | i | 0.5
COc1cccc(NC(=O)COC(=O)c2ccccc2C(=O)N2CCN(c3ccccc3)CC2)c1 | i | i | -0.6
Cc1cc(N2CCN(Cc3ccc4c(c3)OCO4)CC2)n2ncnc2n1 | i | i | -0.4
COc1ccc(CNC(=O)c2ccc(CS(=O)(=O)c3ccccc3C)o2)cc1 | i | i | -0.1
O=C(O)CC1(CC(=O)Nc2ccc3c(c2)C(=O)OC3)CCCCC1 | i | i | -0.1
COC(=O)Cn1ncc2c(C)n(Cc3ccccc3)c(C)c2c1=O | i | i | -1.0
CCOc1ccc(N(CC(=O)Nc2c(C)n(C)n(-c3ccccc3)c2=O)S(=O)(=O)c2ccc(F)cc2)cc1 | i | i | -0.5
CN(CC(=O)NC(=O)NCc1ccccc1)Cc1cccc(Cl)c1Cl | i | i | .
COc1ccc(NC(=O)CSCC(=O)NCCc2ccccn2)cc1 | i | i | 3.7
Cc1scc(C(=O)Nn2cnnc2)c1-c1ccccc1 | i | i | 0.5
COc1cc(C2C(C(=O)c3ccc(C)o3)=C(O)C(=O)N2c2cc(C)on2)cc(Br)c1O (stereo not given) | i | i | -0.8
CC[C@H](C)NC(=O)c1ccc(Cn2c(=S)[nH]c3c([nH]c4ccc(OC)cc43)c2=O)cc1 | i | i | -2.3
COc1cccc(OCC(=O)N2CCC3(CC2)CC(=O)c2ccccc2O3)c1 | i | i | -1.6
O=C(CCCSc1nc2ccccc2s1)NCc1ccco1 | i | i | 0.7
O=C(CCn1c(=O)[nH]c2ccsc2c1=O)N1CCN(Cc2ccc3c(c2)OCO3)CC1 | i | i | -0.7
Cc1ccc(C(=O)C(C)OC(=O)C2=COCCO2)cc1C (stereo not given) | i | i | 0.4
CSc1ccccc1C(=O)C1CCCN(Cc2c(C)n(C)n(-c3ccccc3)c2=O)C1 (stereo not given) | i | i | -1.0
COc1ccc(C(C(=O)NC(C)(C)C)N(Cc2ccco2)C(=O)CCC(=O)Nc2cc(C)on2)cc1 (stereo not given) | i | i | -0.9

Additional compounds.
canonical_smiles | CHT inh | CHT allo act | STK33 inh
Cn1cc(-c2nnnn2-c2ccccc2)c(=O)c2ccccc21 | i | i | -1.4
C=CCn1c(SCC(=O)OCC)nc(C(F)(F)F)cc1=O | i | i | -0.3
Cc1ccc(-c2nc(=S)c3c(n2Cc2cccnc2)CC(C)(C)OC3)cc1 | i | i | -0.6
Cc1ccccc1NC(=O)Cn1nc(C(=O)O)c2ccccc2c1=O | i | i | -0.1
O=C(Nc1ccc2[nH]c3c(c2c1)CCCC3)c1ccco1 | i | i | -0.2
COc1ccc(/C=C/C(=O)N2CCN(c3ccccn3)CC2)c2ccccc12 | i | i | -2.8
Cn1nc(C(=O)NC2CCCCC2)c2ccccc2c1=O | i | i | -1.2
CCOC(=O)N1CCc2c(sc(NC(C)=O)c2C(N)=O)C1 | i | i | 1.5
Cc1c(NC(=O)Nc2ccc(C(C)C)cc2)c(=O)n(-c2ccccc2)n1C | i | i | 5.8
CCc1cc2cc(C)cc(C)c2nc1SCC(=O)Nc1cc(C)on1 | i | i | -0.7
Cc1ccc(Cl)cc1NS(=O)(=O)c1cn(C)nc1C | i | i | 2.5
